# Bioassay records from PubChem.
# ABCG2 inh – ABCG2 efflux pump inhibitors, primary screen, multiplex with ABCB1, IgMXP3 cells, flow cytometry | inhibition, % at 6.6 µM | 0.1% of 190,000 active | JC-1 efflux | Broad substrate specificity ATP-binding cassette transporter ABCG2 (Homo sapiens), Q9UNQ0;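 active means inhibition above 80%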;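 further: 0% = DMSO and 100% = nicardipine control wells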
# Target sequence (Q9UNQ0 whole entry, looked up): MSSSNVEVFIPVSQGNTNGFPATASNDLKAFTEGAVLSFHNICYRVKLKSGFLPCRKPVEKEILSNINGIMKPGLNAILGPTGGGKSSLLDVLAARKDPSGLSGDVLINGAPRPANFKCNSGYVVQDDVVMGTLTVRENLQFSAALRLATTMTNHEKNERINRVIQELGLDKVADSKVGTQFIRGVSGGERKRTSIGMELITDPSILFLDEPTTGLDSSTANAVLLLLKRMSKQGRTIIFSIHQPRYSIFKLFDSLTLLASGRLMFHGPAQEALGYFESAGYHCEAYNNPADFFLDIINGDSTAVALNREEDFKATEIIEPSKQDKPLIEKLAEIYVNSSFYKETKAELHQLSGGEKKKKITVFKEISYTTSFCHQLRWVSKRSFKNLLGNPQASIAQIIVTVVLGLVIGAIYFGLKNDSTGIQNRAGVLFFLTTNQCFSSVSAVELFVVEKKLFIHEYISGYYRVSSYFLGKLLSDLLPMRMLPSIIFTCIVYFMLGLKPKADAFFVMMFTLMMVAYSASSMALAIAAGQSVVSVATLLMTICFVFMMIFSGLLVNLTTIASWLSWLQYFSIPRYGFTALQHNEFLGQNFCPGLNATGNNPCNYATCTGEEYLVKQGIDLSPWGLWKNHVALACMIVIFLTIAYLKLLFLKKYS
#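 Incubation: cells with compound and JC-1, 10 min at 25 °C, rotating, no wash / Test system: IgMXP3 (ABCG2) plus far-red-tagged CCRF-Adr (ABCB1) cells / Compound dosing: one concentration, 6.6 µM final / Also added: JC-1 fluorescent substrate / Evaluation: efflux inhibition in percent versus controls / Detection: flow cytometry, 530 nm JC-1 signal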
# Cdc42 wt GTP – modulators of GTP binding to wildtype Cdc42, primary screen, biochemical, multiplex bead flow cytometry, Bodipy-GTP | Cell division control protein 42 homolog (Homo sapiens), P60953 | GST-Cdc42 beads; actives lie on both sides | percent activity (GTP binding), % at 10 µM | 0.2% of 190,000 active;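 active means percent activity GTP binding at least 20 points away from the 100% baseline, either down as inhibitor or up as activator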;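 further: median bead fluorescence of bound Bodipy-FL-GTP at 100 nM; 0% = excess unlabeled GTP control and 100% = no compound control; below 100% means less GTP binding so inhibitor and above means activator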
# Rac1 wt GTP bind – wildtype Rac1 GTP binding modulators, primary screen, biochemical, GST-Rac1 beads, flow cytometry, multiplex. Ras-related C3 botulinum toxin substrate 1 (Homo sapiens), P63000. fluorescent GTP binding; actives lie on both sides; 0 = cold GTP competed, 100 = untreated. GTP binding activity (% of control), % at 10 µM. 0.27% of 190,000 active. AID 757, 2007;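 active means GTP binding activity at least 20 points away from the 100% control level, either lower or higher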
# Pf gamet viab – late stage P. falciparum gametocyte viability inhibitors, primary screen, ATP luminescence, HTS | P. falciparum stage V gametocytes, 24 h | inhibition, % at 10.9 µM | 0.065% of 150,000 active | AID 743093, 2013;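 active means inhibition above the mean plus 3 SD of compounds within the control limits, set per campaign, cut at about 38% in these data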;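 further: 0% = DMSO wells and 100% = medium only without gametocytes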
# ABCB1 block – ABCB1 efflux pump inhibitors, primary screen, cell-based, multiplex, flow cytometry, ABCG2 counter-screen | inhibition, % at 6.6 µM | 0.067% of 190,000 active | ATP-dependent translocase ABCB1 (Homo sapiens), P08183 | CCRF-Adr cells, JC-1 efflux; in the data active means inhibition above about 40%;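 further: 0% = vehicle and 100% = reference inhibitor; higher value means more JC-1 retained so stronger ABCB1 efflux block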
# HRas wt GTP – modulators of GTP binding to HRas wildtype, primary screen, biochemical, bead-based flow cytometry, multiplex. 0.14% of 190,000 active. GST-Ras wt beads, Bodipy-FL-GTP binding; actives lie on both sides. AID 759, 2007. GTP binding activity, % at 10 µM;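 active means GTP binding activity at least 20% away from the 100% baseline, either lowered as inhibitor or raised as activator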;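 further: 0% = unlabeled GTP competition control and 100% = no-compound control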
# Rab2 wt GTP – modulators of GTP binding to Rab2A wildtype, primary screen, biochemical, dog, bead-based flow cytometry, multiplex; Ras-related protein Rab-2A (Canis lupus familiaris), P61105; GST-Rab2 wt beads, Bodipy-GTP binding; GTP binding activity, % at 10 µM; 0.19% of 190,000 active; AID 760, 2007;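 active means GTP binding activity at least 20 points away from 100%, either lowered or raised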;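 further: 0% = beads with excess unlabeled GTP and 100% = no-compound control corrected for plate trend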
# Avidin fluor – green autofluorescence of compounds with avidin beads – biophysical, 488/530 nm, flow cytometry, artefact control, profiling panel; AID 1775, 2009; 0.38% of 220,000 active; fluorescence (KMESF) at 10 µM; compound fluorescence 488/530 nm; active compounds read high; in the data active means fluorescence above about 47; further: inactives centre near 10
# Rab7 wt GTP bind – modulators of GTP binding to Rab7, primary screen, biochemical, wildtype, multiplex bead flow cytometry. GTP binding activity (percent of control), % at 10 µM. GST-Rab7 beads, fluorescent GTP binding; actives lie on both sides; untreated = 100%, excess cold GTP = 0%. AID 758, 2007. 0.055% of 190,000 active. Rab7 GTPase wild type (dog), Bodipy-FL-GTP binding;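 active means fluorescent GTP binding to Rab7 beads changed by at least 20 points from the 100% baseline, either direction, mostly lower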;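 further: median green fluorescence of bound Bodipy-FL-GTP per Rab7 bead population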
# Mcl1-Noxa inh – Mcl-1/Noxa binding inhibitors, primary screen, biochemical, TR-FRET, 1536-well; AID 1022, 2008; 1.5% of 220,000 active; inhibition, % at 21.7 µM; TR-FRET Mcl-1/Noxa peptide binding, 2 h; Induced myeloid leukemia cell differentiation protein Mcl-1 (Homo sapiens), Q07820;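 active means compounds that cut the protein-peptide binding signal by more than 50% relative to plate controls in a single-dose test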;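 further: His-tagged Mcl-1 with rhodamine Noxa BH3 peptide and terbium anti-His antibody; 0% = Mcl-1 plus Noxa peptide wells and 100% = peptide-only wells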
# Target sequence (Q07820 whole entry, looked up): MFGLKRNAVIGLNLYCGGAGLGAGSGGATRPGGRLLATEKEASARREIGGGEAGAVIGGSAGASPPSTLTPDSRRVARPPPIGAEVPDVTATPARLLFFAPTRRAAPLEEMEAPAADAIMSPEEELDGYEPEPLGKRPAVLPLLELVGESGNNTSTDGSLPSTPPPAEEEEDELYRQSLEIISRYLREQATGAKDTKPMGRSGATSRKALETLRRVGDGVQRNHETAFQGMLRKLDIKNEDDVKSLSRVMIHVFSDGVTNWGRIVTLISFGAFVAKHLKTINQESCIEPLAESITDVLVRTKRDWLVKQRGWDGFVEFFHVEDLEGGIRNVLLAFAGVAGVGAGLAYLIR
# Rac1 act GTP bind – GTP binding modulators of activated mutant Rac1, primary screen, biochemical, bead-based flow cytometry, multiplex, fluorescent GTP | Ras-related C3 botulinum toxin substrate 1 (Homo sapiens), P63000 | GST-Rac1 activated beads; actives lie on both sides; 100% means binding = to untreated wells | percent activity (GTP binding), % at 10 µM | 0.11% of 190,000 active;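 active means GTP binding at least 20 percentage points away from the 100% baseline, in either direction, so actives lie on both sides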
# Numbers without * were called inactive; . = no result given; & = joins results of further samples.
SMILES,ABCG2 inh,Cdc42 wt GTP,Rac1 wt GTP bind,Pf gamet viab,ABCB1 block,HRas wt GTP,Rab2 wt GTP,Avidin fluor,Rab7 wt GTP bind,Mcl1-Noxa inh,Rac1 act GTP bind
COc1ccc(NC(=O)c2ccc(-n3cccn3)c([N+](=O)[O-])c2)cc1,5,98,97,-30,0.6,97,97,9,99,27,92
CC(C)(C)OC(=O)N1CCCC1C(=O)O (centres undefined),1,99,99,5,0.0,99,97,8,98,11,97
COc1ccccc1-n1cnc(N)c1C(C)=O,21,101,101,.,0.5,94,99,23,96,0,96
Cc1nc2ccc(NC(=S)NC(C)C)cc2nc1C,31,105,107,-3,0.4,101,102,12,104,22,101
CCOC(=O)c1cnn(-c2ccc(C(C)C)cc2)c1NC(=O)C1CCC1,2,100,102,.,0.6,99,99,13,98,-4,99
COC(=O)c1ccc(CSc2nc3c(c(=O)n2-c2ccc(Br)cc2)SCC3)o1,8,102,102,.,6.7,101,98,8,97,-8,102
Cc1cc(Cl)ccc1Nc1ncccc1C(N)=O,12,101,104,.,0.0,100,97,3,102,-1,99
CC(C)(C)c1cc[n+](/C(C(=S)Nc2ccccc2F)=C(/[O-])c2ccc3c(c2)OCCO3)cc1,19,98,97,13,4.8,97,95,11,94,10,94
Cc1nc2nc(N)nn2c(C)c1C/C=C/c1ccccc1,2,93,96,-4,1.0,97,96,11,105,3,93
COc1ccccc1Cc1noc(COc2cccc(C)c2C)n1,2,87,97,5,0.9,92,92,5,90,0,89
O=C(NC1CCCCC1)c1cccc(S(=O)(=O)N2CCOCC2)c1,-3,102,103,29,-4.3,103,102,12,98,-7,100
O=C(/C=C/c1cccs1)Nc1nccs1,2,94,97,-2,0.3,97,98,11,102,2,97
CSc1ccc(C#N)cc1NC(=O)c1ccc(Cl)cc1Cl,9,101,97,-42,0.7,100,100,14,99,-15,99
CCC(=O)c1cc2c(cc1NC(=O)c1cccs1)OCCO2,12,94,90,13,1.9,95,94,1,97,13,93
COC(=O)Nc1snnc1C,0,106,100,22,-0.1,104,104,14,93,6,103
COc1ccc(-n2c(CN3CCC(C(N)=O)CC3)nc3ccc([N+](=O)[O-])cc3c2=O)c(OC)c1,3,99,104,-12,0.8,100,99,9,98,12,98
COc1ccccc1CNC(=O)CSCc1cnn(-c2ccccc2)c1-n1cccc1,3,98,100,-5,1.0,96,96,6,97,4,97
COc1ccc(-n2cc(-c3ccc(Br)cc3)[nH]c2=S)cc1,0,96,96,-23,-0.3,92,97,10,97,17,94
CCCC(=O)NC(c1ccco1)c1c(O)ccc2ccccc12 (centres undefined),-1,100,98,-3,0.6,100,100,18,102,4,98
O=S(=O)(c1cccs1)N1CCCc2ccccc21,0,105,103,-18,-0.2,102,105,14,97,-8,101
COCCNC(=O)c1ccc2c(c1)CCN2S(C)(=O)=O,5,95,96,33,-0.4,95,97,10,95,7,96
COc1ccc(NC(=O)C(=O)N2N=C(C(C)C)CC2(O)C(F)(F)F)cc1 (centres undefined),3,99,102,.,0.7,102,100,10,99,3,96
COc1cc(C)ccc1OCCOCCOc1cccc2ccc(C)nc12,6,99,100,13,0.1,99,98,6,94,17,98
O=C(C1CCN(C2CCN(Cc3ccc4c(c3)CCO4)CC2)CC1)N1CCCC1,1,98,100,9,0.3,99,98,10,96,16,99
COc1cc(C(=O)Nc2ccc(S(=O)(=O)Nc3nccc(C)n3)cc2)cc(OC)c1OC,2,104,102,.,0.3,101,101,22,98,12,101

# Just ABCG2 inh (2 entries from above):
structure,ABCG2 inh
CCOC(=O)c1cnn(-c2ccc(C(C)C)cc2)c1NC(=O)C1CCC1,2
COC(=O)c1ccc(CSc2nc3c(c(=O)n2-c2ccc(Br)cc2)SCC3)o1,8

# Next records.
SMILES,ABCG2 inh,Cdc42 wt GTP,Rac1 wt GTP bind,Pf gamet viab,ABCB1 block,HRas wt GTP,Rab2 wt GTP,Avidin fluor,Rab7 wt GTP bind,Mcl1-Noxa inh,Rac1 act GTP bind
CCN(c1ccccc1)S(=O)(=O)c1ccc(Cl)c(C(=O)NCCc2ccc(OC)cc2)c1,13,101,101,.,2.8,101,99,15,93,29,99
Cc1ccc(S(=O)(=O)NCc2ccco2)cc1C,1,99,103,.,0.3,98,98,12,95,0,99
C=CCn1c(COc2ccc(F)cc2)nnc1SCC(=O)NC(=O)NCc1ccco1,1,105,106,.,0.2,102,100,20,105,46,100
O=C(Cn1cc(C(F)(F)F)ccc1=O)Nc1ccc(N2CCOCC2)cc1,1,94,96,0,0.1,99,97,10,99,16,95
O=C(C(Cc1ccccc1)n1cccc1)N1CCN(c2cccc(Cl)c2)CC1 (centres undefined),0,96,100,.,-0.1,97,97,8,100,-9,100
CC(C)(C)c1ccc(-c2nnc(SCC(=O)Nc3sc4c(c3C#N)CCCC4)o2)cc1,-1,95,104,-11,.,101,99,14,98,-10,100
CCCCN1C(=O)CC(N2CCOCC2)C1=O (centres undefined),2,103,101,.,0.4,104,102,10,101,-6,101
Cc1cc(C)cc(C(=O)N2CCN(c3ccccn3)CC2)c1,1,99,101,.,0.5,101,99,11,104,2,98
O=C1C2C3C=CC([C@@H]2C(=O)N1c1nccs1)C31CC1 (some centres undefined),0,97,98,.,0.1,98,97,8,97,-6,95
CC(C)N(Cc1nc(-c2ccc(Cl)cc2)no1)C(=O)c1cccs1,5,104,102,.,1.0,104,103,9,102,-4,99
Cc1ccc(S(=O)(=O)Nc2c(C)[nH]c(=O)[nH]c2=O)cc1C,1,102,105,-5,0.1,104,101,6,101,5,101
O=C(NNC1=NC2(CCCC2)Cc2ccccc21)c1cccnc1,-3,91,94,28,-0.5,96,99,8,101,8,94
CCOC(=O)c1c(N)ssc1=S,5,100,101,.,-0.1,102,101,16&3,100,10&-49,100
O=C(Nc1cccc(-c2cn3ccsc3n2)c1)c1ccccc1,1,105,105,-7,0.1,101,102,5,101,8,101
CC(C)[C@@H](C(=O)OCC(=O)Nc1ccc2c(c1)OCO2)N1C(=O)c2ccccc2C1=O,14,96,98,-6,1.4,96,97,24,97,-9,98
O=C1NCCN1Cc1ccc(Cl)cc1,4,94,99,-20,0.7,95,96,12,92,-6,96
CCOc1ncccc1C(=O)Nc1ccc(S(=O)(=O)N2CCCC2)cc1,24,99,102,.,-0.3,101,103,12,106,-63,98
O=C1CCCc2nc(NCc3ccco3)ncc21,4,99,98,-20,0.3,98,96,17,94,-2,97
C=CCC(C)(NCc1ccccc1)c1ccco1 (centres undefined),3,101,100,.,0.6,100,101,7,101,4,98
Cc1cc(C)c(S(C)(=O)=O)c(Oc2ccc(F)cc2)n1,4,105,102,.,0.8,101,100,8,97,-6,100
Cc1ccc(CNC(=O)c2cc3c(-c4ccc(Cl)cc4)nn(C)c3s2)o1,1,87,89,.,0.4,90,91,6,95,30,92
C/C(Cn1nnc([N+](=O)[O-])n1)=N\NC(=O)c1ccccc1Cl,2,97,99,1,0.3,100,97,11,97,-11,95
CC1(C(=O)N/N=C/c2ccccc2)CC1(Br)Br (centres undefined),1,97,99,6,0.3,96,94,14,96,5,95
CCCC(=O)c1c[nH]c(C(=O)NCCc2ccccn2)c1,24,101,108,4,1.0,101,99,13,103,3,99
C[C@@]12CC(=O)NC1N(C(=O)c1cccc(C(F)(F)F)c1)C(c1ccccc1O)C2 (some centres undefined),2,101,98,.,0.4,99,99,28,95,4,98

# The list goes on:
SMILES,ABCG2 inh,Cdc42 wt GTP,Rac1 wt GTP bind,Pf gamet viab,ABCB1 block,HRas wt GTP,Rab2 wt GTP,Avidin fluor,Rab7 wt GTP bind,Mcl1-Noxa inh,Rac1 act GTP bind
N#Cc1c(NC(=O)CSc2nnnn2C2CCCCC2)sc2c1CCCC2,1,99,103,.,0.3,100,98,7,99,7,96
O=C(COc1ccc(Cl)cc1)Nc1nnc(-c2ccc3c(c2)CCCC3)o1,1,91,97,.,-0.4,93,90,6,90,-66,91
CCc1nc(SCC(=O)Nc2nnc(CC(C)C)s2)n[nH]1,4,108,98,.,0.0,104,101,10,105,16,100
CCOC(=O)/C(C#N)=C\c1ccc(OC)c(OC)c1,-1,97,103,20,-0.5,97,95,25,100,-4,97
O=C(O)c1cccc2c1C(=O)N(CC1CCCO1)C2 (centres undefined),1,102,99,2,0.2,98,99,5,98,9,100
COc1cccc(/C=N/Nc2ncc(C(F)(F)F)cc2Cl)c1O,23,97,101,-7,-0.2,99,96,13,102,-5,97
CCOC(=O)c1ccc(N2C(=O)c3n[nH]c(-c4ccco4)c3C2c2ccc([N+](=O)[O-])cc2)cc1 (centres undefined),11,96,102,9,5.7,98,99,13,100,34,99
NS(=O)(=O)c1ccc(CNC(=S)Nc2ccc(Cl)c(Cl)c2)cc1,4,99,100,12,2.1,99,100,3,102,25,99
CCOC(=O)c1c(N)sc2c(OC)c(Br)ccc12,10,86,89,.,0.3,89,89,21,94,20,90
O=C1NC(=O)/C(=C\c2ccccc2OCc2cccc([N+](=O)[O-])c2)N1,12,96,95,-13,1.0,96,95,13,95,18,98
CC(C)n1cc(-c2ccc(Cl)cc2)cc(C#N)c1=O,7,102,106,.,0.7,105,103,23,101,-2,98
CC1(C)CC(NC(=O)CC(c2ccccc2)c2ccccc2)CC(C)(C)N1,5,100,101,.,1.0,100,100,10,101,12,100
C=CCN(c1ccc(C(=O)Nc2ccc(C)cc2)cc1)S(C)(=O)=O,6,95,102,-2,0.5,95,98,3,95,-7,96
CCOc1ccc(C(=O)CCN2CCCCCC2)cc1,4,93,107,.,0.8,99,96,22,98,9,97
Cc1nnc(C)n1/N=C/c1cccs1,2,100,105,.,0.6,100,103,10,104,-2,99
CCOC(=O)C1=C(CNCc2ccc(C)cc2)NC(=O)NC1c1cc(C)ccc1C (centres undefined),25,98,100,.,40,99,98,5,98,17,98
CC(C)(C)c1ccc(C(=O)c2c[nH]c(C(=O)NCc3cccs3)c2)cc1,12,103,110,-6,1.2,104,102,10,103,-6,99
